High-throughput results (PubChem BioAssay)
Rad51 HR inh – human RAD51 strand exchange inhibitors, primary screen, biochemical, fluorescence; DNA repair protein RAD51 homolog 1 (Homo sapiens), Q06609; hRad51 DNA strand exchange, fluorescence dequenching; inhibition, % at 10 µM; actives 0.085% (n = 200,000); AID 1385, 2008;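 active = inhibition above 40% at the single screening dose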;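 note: 0% = DMSO control wells and 100% = blanks with heterologous ssDNA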
Target sequence (Q06609 whole entry, looked up): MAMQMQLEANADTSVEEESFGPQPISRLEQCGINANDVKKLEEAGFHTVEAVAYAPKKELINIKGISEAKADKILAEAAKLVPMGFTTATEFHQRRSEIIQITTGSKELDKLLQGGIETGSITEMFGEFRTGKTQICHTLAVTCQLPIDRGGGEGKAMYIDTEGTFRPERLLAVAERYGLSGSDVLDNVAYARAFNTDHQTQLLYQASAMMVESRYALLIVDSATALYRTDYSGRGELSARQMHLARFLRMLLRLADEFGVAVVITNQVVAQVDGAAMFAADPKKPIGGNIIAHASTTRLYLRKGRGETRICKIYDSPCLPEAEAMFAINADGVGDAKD
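Material: Human Rad51 nucleoprotein filaments preassembled on unlabelled ssDNA | Also added: Labelled 47-mer dsDNA for strand exchange | Dosing: Single dose, 10 µM final compound | Schedule: 30-min compound preincubation and 15-min exchange, both room temperature | Technique: Fluorescence dequenching at 485/520 nm | Measure: Percent inhibition relative to plate controls and blanks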
FXIIa inh 1536 – human FXIIa protease inhibitors, primary screen, biochemical, 1536-well; purified FXIIa, Boc-QGR-AMC fluorogenic substrate, 2 h; AID 800, 2007; actives 0.3% (n = 220,000); Coagulation factor XII (Homo sapiens), P00748; inhibition, % at 5 µM; in the data active = inhibition above about 40%;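 note: 0% = enzyme with no compound and 100% = blank without enzyme; many of its hits are not listed in these tables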
TNF death inh – inhibitors of TNF-alpha triggered necroptosis, primary screen, cell-based, Jurkat FADD-/-, single concentration; Jurkat FADD-/- TNF necroptosis rescue, ATP luminescence, 24 h; 0 = TNF only, 100 = no-TNF cells; activation (protection from cell death), % at 10 µM; actives 0.068% (n = 220,000); AID 463075, 2010;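 active = activation, meaning protection from cell death, of at least 50% relative to plate controls; inactive = activation below 50%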;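 note: necroptosis triggered by 40 ng/mL TNF-alpha added together with compound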
L929 necroptosis – inhibitors of zVAD-triggered necroptosis, primary screen, L929 cells; viability rescue, % at 10 µM; L929 zVAD necroptosis rescue, ATP luminescence, 24 h; with zVAD 60 µM; actives 0.38% (n = 220,000);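 active = activation, scaled between plate controls, above about 75%, limit read from the data; inactive = activation under that limit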;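 note: 0% = zVAD with DMSO and 100% = DMSO alone without zVAD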
KLK5 inh – human KLK5 protease inhibitors, primary screen, biochemical, 1536-well | inhibition, % at 5 µM | actives 0.59% (n = 210,000) | Kallikrein-5 (Homo sapiens), Q9Y337 | recombinant hK5, fluorogenic AMC substrate cleavage;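 active = inhibition of 40% or more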;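 note: 0% = enzyme controls without compound and 100% = no-enzyme blanks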
Thrombin inh – human alpha-thrombin inhibitors, primary screen, counter-screen for coagulation protease inhibitor project, biochemical, 1536-well, fluorogenic AMC substrate; inhibition, % at 5 µM; AID 1046, 2008; Boc-VPR-AMC fluorogenic substrate cleavage; actives 0.26% (n = 220,000);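 active = inhibition at or above 40%; inactive = inhibition below 40%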;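 note: 0% = enzyme with no compound and 100% = wells without enzyme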
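System – human alpha-thrombin protein · Reagent – Boc-VPR-AMC substrate, 15 µM final · Compound – 5 µM single dose in 0.2% DMSO · Schedule – reaction at room temperature · Technique – AMC fluorescence at 355 nm excitation and 460 nm emission · Read-out basis – % inhibition relative to enzyme controls and enzyme-free blanks · Control set – no-compound enzyme wells and no-enzyme blanks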
KCC2 mod – KCC2 cotransporter modulators, thallium flux, primary screen, cell-based, HEK293 KCC2, FluoZin-2 fluorescence, MLSMR; Solute carrier family 12 member 5 (Homo sapiens), Q9H2X9; KCC2 cells, thallium flux FluoZin-2 fluorescence; B-score of Tl+ flux slope (higher = more flux/activation; lower = inhibition) at 10 µM; actives 2.2% (n = 190,000); AID 1456, 2008;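 active = thallium flux slope and its plate-corrected score both differing from the plate sample mean at a set confidence after two filtering rounds, in either direction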;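 note: slope of fluorescence scaled to starting intensity during 10 to 20 s after thallium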
FXIa inh – human FXIa protease inhibitors, primary screen, biochemical, 1536-well. Coagulation factor XI (Homo sapiens), P03951. purified FXIa, Boc-Glu-Ala-Arg-AMC fluorogenic substrate. inhibition, % at 5 µM. actives 0.14% (n = 220,000);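 active = inhibition of at least 40%; inactive = inhibition below 40%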;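 note: fluorescence of freed AMC excited at 355 nm; 0% = enzyme without compound and 100% = no enzyme blank; many of its hits are not listed in these tables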
Target sequence (P03951 19-387 limits assumed): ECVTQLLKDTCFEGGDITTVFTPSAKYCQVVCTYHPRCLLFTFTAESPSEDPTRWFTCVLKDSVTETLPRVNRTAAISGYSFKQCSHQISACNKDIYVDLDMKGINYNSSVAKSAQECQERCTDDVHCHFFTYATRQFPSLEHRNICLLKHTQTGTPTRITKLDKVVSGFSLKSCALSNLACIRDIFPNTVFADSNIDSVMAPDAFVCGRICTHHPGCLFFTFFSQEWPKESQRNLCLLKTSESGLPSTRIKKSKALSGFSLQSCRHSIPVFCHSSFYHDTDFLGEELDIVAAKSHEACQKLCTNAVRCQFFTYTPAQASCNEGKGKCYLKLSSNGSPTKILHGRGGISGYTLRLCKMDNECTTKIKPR
Target sequence (P03951 388-625 limits assumed): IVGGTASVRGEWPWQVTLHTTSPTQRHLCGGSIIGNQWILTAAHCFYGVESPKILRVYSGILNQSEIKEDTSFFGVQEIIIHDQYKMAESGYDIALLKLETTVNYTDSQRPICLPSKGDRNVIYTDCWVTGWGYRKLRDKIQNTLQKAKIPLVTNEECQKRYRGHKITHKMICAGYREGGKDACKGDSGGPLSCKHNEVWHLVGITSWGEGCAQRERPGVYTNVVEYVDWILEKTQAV
Hck-Nef inh – inhibitors of Nef-activated human Hck kinase, primary screen, biochemical, Z-Lyte FRET, 384-well, Hck-YEEI; actives 0.68% (n = 220,000); Tyrosine-protein kinase HCK (Homo sapiens), P08631; inhibition, % at 20 µM; Recombinant Hck-YEEI plus Nef, Z-Lyte FRET kinase assay;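 active = Hck-Nef kinase inhibition above about 50%, limit read from the data; inactive = inhibition below that limit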;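 note: 0% = DMSO with Hck plus Nef and 100% = Hck alone without Nef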
The depositor's hits bear a star; . = no result given; & = joins results of further samples.

SMILES	Rad51 HR inh	FXIIa inh 1536	TNF death inh	L929 necroptosis	KLK5 inh	Thrombin inh	KCC2 mod	FXIa inh	Hck-Nef inh
O=C(Nc1nn(Cc2ccc(Cl)cc2)cc1Br)c1ccc(COc2ccccc2Cl)o1	-1.4	18.3	-0.8	-0.7	6.8	3.2	-0.85	8.5	1.6
CN1CCN(C(=O)C23CCC(C)(C(=O)C2Br)C3(C)C)CC1 (stereo not drawn)	3.7	4.6	5.1	0.5	-1.0	-1.6	0.809	-1.9	13.4
C/C(=N/NC(=O)c1cc2ccccc2cc1O)C1C(=O)c2ccccc2C1=O	-20.9	24.0	1.0	-0.4	-48.2	5.3	-2.79*	6.4	82.3*
CN=c1scc(-c2ccccc2Br)n1/N=C/c1ccc[nH]1	-11.1	29.2	-1.3	1.6	22.4	28.8	-0.136	31.9	-11.6
CCn1c(CNc2ccc(F)cc2)nnc1SCC(=O)Nc1ccc(OC)cc1	0.9	2.8	1.0	-0.7	-11.0	-1.7	-0.151	0.0	9.7
Cc1ccc(OCCn2c3ccccc3n3nc(C)c(=O)nc23)cc1	-9.8	8.3	0.0	1.5	3.9	-0.6	0.124	-0.4	4.6
NS(=O)(=O)c1ccc(CNC(=O)/C=C/c2c(F)cccc2Cl)cc1	-18.8	6.6	-1.1	4.3	-2.9	-3.6	-0.601	5.0	21.5
CCOc1ccc(/C=C(\C#N)C(=O)NCC2CCCO2)cc1OCC (stereo not drawn)	7.0	11.2	3.5	0.6	-15.9	0.6	-1.36	3.8	4.2
O=C(O)c1cccc(NC(=S)NC(=O)C(c2ccccc2)c2ccccc2)c1	4.3	2.4	-1.8	-0.4	3.5	-1.6	.	-0.2	0.7
Cc1nn(-c2ccccc2)c(Cl)c1/C=N/NC(N)=O	-1.4	8.8	-4.4	-0.7	-2.6	-0.9	1.18	0.0	11.6

2 consecutive compounds from above:
SMILES	Rad51 HR inh	FXIIa inh 1536	TNF death inh	L929 necroptosis	KLK5 inh	Thrombin inh	KCC2 mod	FXIa inh	Hck-Nef inh
CN1CCN(C(=O)C23CCC(C)(C(=O)C2Br)C3(C)C)CC1 (stereo not drawn)	3.7	4.6	5.1	0.5	-1.0	-1.6	0.809	-1.9	13.4
C/C(=N/NC(=O)c1cc2ccccc2cc1O)C1C(=O)c2ccccc2C1=O	-20.9	24.0	1.0	-0.4	-48.2	5.3	-2.79*	6.4	82.3*

Going on with the list.
SMILES	Rad51 HR inh	FXIIa inh 1536	TNF death inh	L929 necroptosis	KLK5 inh	Thrombin inh	KCC2 mod	FXIa inh	Hck-Nef inh
O=C(NCNC(=O)c1ccccc1)c1ccccc1	-7.2	16.6	0.6	0.1	-6.8	4.1	-0.648	0.7	0.9
Cc1cc(-c2nc3cccnc3s2)ccc1NS(=O)(=O)c1cccs1	2.4	-20.5	-0.3	-0.9	-54.5	-28.7	-2.39	-16.3	94.6*
COc1ccc(NC(=O)C2C3C=CC(C3)C2C(=O)NCc2ccco2)c(OC)c1 (stereo not drawn)	2.9	16.5	-1.8	-0.3	-4.9	0.5	-0.38	6.5	6.4
CN(C)C=NC(=O)c1cc(C(=O)c2ccc(C(C)(C)C)cc2)c[nH]1	8.3	2.5	0.1	55.2	-6.4	-2.3	0.00261	-4.1	-7.7
CCN(CC)C(c1ccc(F)cc1)c1nnnn1CC1CCCO1 (stereo not drawn)	-0.9	13.0	-0.1	-0.6	3.9	1.1	0.232	1.6	-22.1
C=CCNC(=O)c1sc(-c2ccccc2)nc1C	-0.4	.	-0.8	4.4	-3.0	-7.8	-1.84	-4.4	0.2
O=C(CSc1nnc(CN2CCOCC2)n1-c1ccc(Cl)cc1)N1CCc2ccccc21	-3.7	.	-0.3	-0.7	.	.	0.248	.	10.9
O=C(NCCN1CCCC1)c1ccc(Cn2c(=S)[nH]c3cc4c(cc3c2=O)OCO4)cc1	-0.1	6.6	2.0	9.0	-8.1	0.1	.	0.4	12.1
COc1ccccc1NC(=O)c1ccc(COc2ccc3c(c2)CCC3)cc1	-11.5	8.3	1.7	1.9	0.9	-6.3	0.372	1.1	0.8
Cc1ccc(C(=O)N[C@@H](C)CN2C3=NC[C@H](C(C)C)N3C[C@H]2Cc2ccc(O)cc2)cc1Br	4.2	10.9	-8.1	0.2	6.5	-0.3	-0.503	4.1	-23.4
CN(C)C(=O)C1C2NC(=S)N(c3cccc(Cl)c3)C1(C)Oc1ccc(Cl)cc12 (stereo not drawn)	-9.6	7.5	0.1	1.7	-12.1	-0.6	1.43	-0.6	20.8
CC1CCC2C(=O)N(c3ccc(C(=O)NCc4ccccc4)cc3)C(=O)C2C1 (stereo not drawn)	0.6	1.2	-0.1	-0.1	-11.2	-3.6	-1.1	3.0	2.3
CC(C)(C)c1ccc(-c2n[nH]c(=S)n2CC2CCCO2)cc1 (stereo not drawn)	8.2	4.6	0.2	-0.3	1.2	-6.3	0.755	-1.5	17.2
CCC(C)(C)NC(=O)c1ccc(Br)o1	7.7	13.6	1.4	0.1	-14.2	-6.2	0.07	7.3	5.7
Nc1nc(SCC(=O)Nc2ccccc2)[nH]c(=O)c1-c1ccccc1	-0.4	10.8	-0.8	0.2	-12.0	-2.1	0.226	-1.0	-4.2
Cc1ccc2cc(C#N)c(N3CCCC3)nc2c1C	.	-3.0	-2.0	-0.7	-39.5	2.4	-0.783	-8.0	17.6
CCc1ccc(NC(=O)CO/N=C(\C)c2cc3ccccc3o2)cc1	.	5.3	3.4	1.8	-25.0	-6.6	-1.01	3.6	1.4
O=C(Nc1cccc(Cl)c1)Nc1nnc(CC2=CCCCC2)s1	-0.7	10.4	1.4	5.4	-3.2	-4.8	-0.509	6.5	1.4
Cc1cccc(OCCCSc2nc3ccc(C)cc3[nH]2)c1	-38.5	0.2	-2.2	0.9	-15.1	10.1	-0.323	-14.2	-0.2
CC1CCCCN1CCCNC(=O)c1ccc2c(=O)n(CCc3ccccc3)c(=O)[nH]c2c1 (stereo not drawn)	0.4	0.4	-3.4	2.7	-26.7	-7.7	-0.166	25.4	-4.0
COc1ccc(C(=O)OCCOc2ccccc2C(C)=O)c(O)c1	0.0	14.4	0.2	-1.0	15.0	-0.1	0.335	9.6	-1.8
CC(N)C12CC3CC(CC(C3)C1)C2 (stereo not drawn)	23.1	-2.5&1.2	3.6&2.7	0.1&2.7	-4.8&2.6	-21.9	0.0431&-0.021	3.1&-3.9	26.7&18.6
CCCC(=O)Nc1ccc(S(=O)(=O)N2CCOCC2)cc1	-1.7	7.3	0.3	0.1	-5.8	-2.5	0.147	5.5	7.4
C=CCNC(=O)C1CC2Cn3c(nc4cc5ccccc5cc43)C2N1C (stereo not drawn)	2.0	4.3	1.8	0.6	2.3	-6.6	0.0509	1.4	7.9
Cc1cc(C)n(-c2nc(O)cc(=O)[nH]2)n1	-0.6	10.9	-0.8	0.9	-7.5	2.5	-0.051	8.2	4.9
COC(=O)C1=C(C)N(CCc2ccccc2)C(=O)C1	1.2	9.7	-1.5	0.4	-1.5	-4.0	-0.535	17.9	0.6
COc1ccc(CC(=O)Nc2cc3oc4ccccc4c3cc2OC)cc1	12.2	6.4	3.3	1.3	-13.7	0.8	0.0182	5.6	7.9
Cc1cc(CNC(=O)Nc2ccc3c(c2)OCO3)nn1C	-3.3	18.9	-1.5	0.0	-2.0	3.1	.	4.0	0.1
COc1ccc(S(=O)(=O)N(CCc2ccccc2)CC(=O)O)cc1Cl	-0.7	12.0	0.7	-0.3	-9.3	-5.4	-3.77*	6.8	-8.7
COc1ccc(-c2nn(C)c(=O)c3ccccc23)cc1CNC(=O)NC1CCCCC1	28.0	5.2	-4.3	0.4	-4.6	-4.5	-0.142	-2.7	4.2

Copied from the list:
Entry of `Cc1cc(CNC(=O)Nc2ccc3c(c2)OCO3)nn1C` in Rad51 HR inh: -3.3
Entry of `COc1ccc(CC(=O)Nc2cc3oc4ccccc4c3cc2OC)cc1` in KLK5 inh: -13.7
Entry of `COc1ccc(C(=O)OCCOc2ccccc2C(C)=O)c(O)c1` in Rad51 HR inh: 0.0
Entry of `COC(=O)C1=C(C)N(CCc2ccccc2)C(=O)C1` in TNF death inh: -1.5

Next part
SMILES	Rad51 HR inh	FXIIa inh 1536	TNF death inh	L929 necroptosis	KLK5 inh	Thrombin inh	KCC2 mod	FXIa inh	Hck-Nef inh
O=C(CSCC(=O)N1CCOCC1)Nc1nc(-c2ccccc2)cs1	6.3	10.2	-1.1	-0.7	-1.2	0.7	0.603	1.5	4.5
O=C(CN1C(=O)NC2(CCCC2)C1=O)Nc1ccccc1-c1ccccc1	-1.0	2.6	1.2	-0.7	-1.4	-6.7	0.871	-4.5	21.7
O=C(Nc1ccc(NC(=O)c2cccs2)cn1)c1ccco1	-0.8	-3.7	1.0	9.3	-1.9	-5.8	.	-4.1	3.5
COc1ccc(F)cc1C(=O)C1CCCN(C(=O)Cc2c(C)noc2C)C1 (stereo not drawn)	-8.2	5.9	-0.1	1.3	.	0.4	-1.02	1.7	-8.3
CCOc1ccc(NS(=O)(=O)c2ccc(OCC)c3ncccc23)cc1	-6.7	0.6	-11.5	1.3	-23.6	-2.3	-1.4	-3.0	-19.3
C=CCc1ccc(OCCOc2ccc(/C=N/n3cnnc3)cc2OCC)c(OC)c1	-4.0	14.5	-0.7	0.6	-6.0	1.6	-5.29	5.0	-0.2
CCOC(=O)C(=O)Nc1cc(C(=O)OC)cc(C(=O)OC)c1	2.1	1.9	0.1	2.3	-4.9	-20.0	-0.499	-5.7	-8.9
Cc1nn(-c2ccccc2)c2sc(C(=O)NCCN3CCOCC3)cc12	-4.8	-16.1	0.3	-0.1	-12.7	-4.1	-0.46	-17.7	-0.5
O=C(CSCc1ccccc1)N1CCN(Cc2ccc3c(c2)OCO3)CC1	-4.9	16.4	-0.3	-1.4	-1.1	6.1	0.0179	5.5	10.5
COC(=O)Nc1ccc(Cc2ccncc2)cc1	8.4	12.0	-1.0	-0.3	0.6	0.2	0.00474	1.2	-5.8
COc1ccc(CCNC(=O)C2CCN(Cc3nc(-c4cccc(Cl)c4)oc3C)CC2)cc1OC	.	12.2	-0.6	-1.7	19.3	21.7	0.0448	10.9	-2.8
COc1cc(OC)c(C2=NOC(C(=O)N3CCN(C(=O)c4ccco4)CC3)C2)cc1Cl (stereo not drawn)	7.1	2.6	1.3	82.7*	-1.8	-12.1	-0.613	-2.3	19.0
CC1N(C)c2cc(NC(=O)c3ccco3)c(P(=O)(Nc3ccc([N+](=O)[O-])cc3)N3CCOCC3)cc2C1(C)C (stereo not drawn)	0.8	7.8	3.5	1.9	-6.6	0.8	-0.134	11.5	26.2
COc1cc(Cn2c(-c3ccc(O)c(OC)c3)nc3ccccc32)ccc1O	10.9	0.3	-4.3	-0.4	0.8	-4.4	-2.05	-4.6	26.1

Only part of the results is shown, so the mix of outcomes need not match the whole.
